Screening results (PubChem BioAssay)
ELG1 DNA repair – blocks ELG1-dependent DNA repair in HEK293T cells. HEK293T ELG1-luciferase reporter, luminescence, 16 h; DNA damage induced by 5-fluorouridine. Potency, µM (top dose mostly 46.1 µM), for the others: at the highest dose activity change, negative = inhibition, actives largely listed as inhibitors. 330,000 tested, 2.3% active. AID 504467; further: potency means the concentration at half of the fitted maximal effect; on the % scale 0 is the no-effect control and ±100 the full control effect; nearly all actives have a fitted effect of over 55% in size
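In this reporter screen, reduction of luminescence relative to DMSO vehicle indicated activity. Compounds and 5-fluorouridine were added together to 2,000 cells per well, incubated for 16 hr at 37 °C, then developed with ONE-Glo.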
KCNH2 3.1 block – inhibitors of human KCNH2 3.1 potassium channel isoform. AID 720553. 340,000 tested, 0.95% active. U2OS KCNH2 3.1, thallium flux FluxOr; active compounds read low. activity change, % (tested at about 1.8 µM);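 active means maximum activity change below -70%; inconclusive means maximum activity change from -70% to -50%; inactive means maximum activity change above -50%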;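 further: thallium influx rate constant from kinetic fluorescence after stimulation buffer; on the % scale 0 is the no-effect control and ±100 the full control effect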
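Channel expression came from 3.1 mutant virus (1.77 x 10^8 /mL) applied to suspended U2OS cells for 4 h. Flux was tracked with FluxOr dye plus Red40 quencher, and kinetic rate constants normalized to controls.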
TRPV1 agonist – human TRPV1 agonism; Q8NER1; AID 540275; TRPV1-expressing cells, Fluo-8 calcium influx, agonist mode; 320,000 tested, 0.19% active; activation, % at 8.33 µM; in the data active means activation above about 80%; inconclusive means between about 30% and that limit; further: 0% is about no effect
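Cells expressing TRPV1 were dye-loaded with Fluo-8 and read kinetically: 10 s baseline, 3 min after compound (agonist portion), then 2 min after EC20 capsaicin (allosteric enhancer portion). Calcium-bound dye fluorescence at 480/520 nm.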
TSHR antagonist – human thyrotropin receptor antagonism. activity change, negative = inhibition, % at 11.5 µM. TSHR-expressing cells, TSH-stimulated cAMP HTRF, 2 h; active compounds read low. 330,000 tested, 0.2% active. P16473;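 active means activity change below a set negative limit, meaning inhibition stronger than a set level, cut at about -70% in these data; inconclusive means activity change between two set negative limits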; further: on the % scale 0 is the no-effect control and ±100 the full control effect
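TSHR-expressing cells, 200/well, pre-treated with compound, then stimulated with EC80 TSH (4nM final) for 2 hours at 37 deg C. cAMP measured by competitive HTRF: anti-cAMP cryptate antibody in lysis buffer plus cAMP-d2, read after 30 minutes at room temperature.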
AT treatment – potential ataxia-telangiectasia treatment. […] A-T fibroblasts, KAP-1 phosphorylation AlphaLISA; neocarzinostatin DNA damage 30 min before lysis. Potency, µM (doses to about 57.5 µM), without a hit: at the top dose activation, usual class: activators. 320,000 tested, 0.19% active. AID 485349; further: potency means the concentration at half of the fitted maximal effect; % of control where 0% means no effect; nearly all actives have a fitted effect of over 45% in size
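ATM-like activity read as KAP-1 phosphorylation via AlphaLISA donor/acceptor antibody pairs after lysis and 6 hr at 25C. Cells were ATM-null patient fibroblasts ([…], hTERT), dosed 60 min, then exposed to the DSB inducer NCS for 30 min.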
Mito fusion yeast – inhibitors of mitochondrial division or activators of mitochondrial fusion | S. cerevisiae fusion-defective mutant growth rescue, CellTiterGlo 48 h | Potency, µM (doses to about 46.1 µM), inactives show top-dose growth rescue (activation), actives largely listed as activators | 320,000 tested, 0.23% active | AID 485298;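 further: potency means the concentration at half of the fitted maximal effect; % of control where 0% means no effect; nearly all actives have a fitted effect of over 45% in size; temperature-sensitive fusion mutants such as fzo1-1 at 37 °C on non-fermentable ethanol glycerol medium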
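Read-out: ATP-based luminescence (CellTiterGlo, 10 min ambient) reporting growth of fusion-defective ts yeast after 48 hours at 37C on glycerol/ethanol YPEG medium in the presence of compound.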
hERG WT inh – KCNH2 (human, wildtype) channel inhibition; U2OS, BacMam KCNH2, thallium flux FluxOr; active compounds read low; activity change, % at 1.84 µM; 340,000 tested, 0.37% active; AID 720551;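 active means maximum activity change below -70%; inconclusive means maximum activity change between -70% and -50%; inactive means maximum activity change above -50%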; further: on the % scale 0 is the no-effect control and ±100 the full control effect
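U2OS cells were transduced with wild-type KCNH2 virus (2.03 x 10^8 / mL) for 4 h at room temperature, then cultured overnight at 37 C. Thallium flux was read with FluxOr dye. Rate constants were normalized to DMSO controls.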
Eya2 inh – inhibitors of human Eya2 phosphatase activity; recombinant Eya2, OMFP fluorescence dephosphorylation (OMFP is methylfluorescein phosphate); O00167; Potency, µM (doses to about 76.9 µM), without a hit: top-dose activity, negative = inhibition, most hits filed as inhibitors; 330,000 tested, 0.006% active; further: potency means the concentration at half of the fitted maximal effect; on the % scale 0 is the no-effect control and ±100 the full control effect
Target sequence (O00167 whole entry, looked up): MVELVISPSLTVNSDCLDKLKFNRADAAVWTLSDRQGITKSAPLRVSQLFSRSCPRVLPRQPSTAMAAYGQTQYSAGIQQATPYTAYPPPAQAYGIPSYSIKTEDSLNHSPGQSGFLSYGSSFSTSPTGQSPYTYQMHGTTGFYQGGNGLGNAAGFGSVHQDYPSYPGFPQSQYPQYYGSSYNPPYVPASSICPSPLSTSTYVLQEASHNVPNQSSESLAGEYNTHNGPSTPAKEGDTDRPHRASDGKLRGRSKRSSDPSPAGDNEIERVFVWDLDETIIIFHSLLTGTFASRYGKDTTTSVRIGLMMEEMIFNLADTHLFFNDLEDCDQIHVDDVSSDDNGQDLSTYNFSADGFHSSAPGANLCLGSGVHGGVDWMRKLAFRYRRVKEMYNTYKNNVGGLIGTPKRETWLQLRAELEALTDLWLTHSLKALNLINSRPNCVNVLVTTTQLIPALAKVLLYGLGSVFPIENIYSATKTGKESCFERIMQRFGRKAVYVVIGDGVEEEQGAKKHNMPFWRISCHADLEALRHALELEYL
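Eya2 protein (added as 0.2 uM solution) was preincubated with compound for 10 min at ambient temperature in 50 mM HEPES pH 7.5, 50 mM NaCl, 5 uM MgCl2, 0.05% BSA, 1 mM DTT. OMFP (added at 50 uM) then reacted 10 min; fluorescence read at 485/525 nm.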
USP2a block – USP2a (human) protease inhibition. Potency, µM (highest dose often 38.3 µM), inactives show at the highest dose activity change, negative = inhibition, actives largely listed as inhibitors. USP2 core, Ub-CHOP2 coupled fluorogenic reporter, 485/531. AID 463254. O75604. 330,000 tested, 0.01% active;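 further: potency means the concentration at half of the fitted maximal effect; plate controls were DMSO wells for no effect and full inhibition by NEM control for full effect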
Target sequence (O75604 whole entry, looked up): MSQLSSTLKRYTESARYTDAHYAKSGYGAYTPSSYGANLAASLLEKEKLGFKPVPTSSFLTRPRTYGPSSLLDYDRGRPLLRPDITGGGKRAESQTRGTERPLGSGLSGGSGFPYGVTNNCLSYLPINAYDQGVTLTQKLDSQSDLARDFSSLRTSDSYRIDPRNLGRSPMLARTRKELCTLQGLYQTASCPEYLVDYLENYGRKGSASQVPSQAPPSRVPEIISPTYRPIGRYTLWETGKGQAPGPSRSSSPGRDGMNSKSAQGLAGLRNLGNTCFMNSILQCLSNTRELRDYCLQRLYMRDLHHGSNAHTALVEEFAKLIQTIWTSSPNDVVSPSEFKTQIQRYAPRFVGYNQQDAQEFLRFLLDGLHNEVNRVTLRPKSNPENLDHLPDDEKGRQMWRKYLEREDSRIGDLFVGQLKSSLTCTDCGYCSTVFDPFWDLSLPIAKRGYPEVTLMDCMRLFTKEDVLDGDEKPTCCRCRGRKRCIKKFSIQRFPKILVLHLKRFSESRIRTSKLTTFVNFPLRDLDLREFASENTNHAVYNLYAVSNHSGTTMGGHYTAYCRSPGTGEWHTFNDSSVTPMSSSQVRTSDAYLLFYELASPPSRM
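Cell-free coupled assay: 10nM USP2 core preincubated 30min RT with compound in Tris-HCl pH 8.0/CaCl2/CHAPS buffer, then 25nM Ub-CHOP2 and 25nM reporter substrate; fluorescence (Ex 485/Em 531) read after 60min RT, normalized to NEM inhibition, concentration-response curves fitted.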
TCR act – T cell receptor activation; Potency, µM (series often up to 9.22 µM), for inactives: top-dose activation of IL-2 secretion, actives largely listed as activators; 330,000 tested, under 10 active; primary human leukocytes, anti-CD3, IL-2 HTRF, 48 h; further: % of control where 0% means no effect
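Primary human leukocytes incubated 48 hr with anti-CD3 beads plus compound, without co-stimulation. Secreted IL-2 measured by HTRF (europium cryptate/d2 anti-IL-2 pair, 320 nm excitation, 665 nm emission).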
* hit, by the source's call; ? = inconclusive; . = not tested or not shown; [ ] = remark or other dose. Unless noted, the call rests on the fitted dose curve; in most records, active means well fitted curve in the direction sought with a large enough effect; inconclusive means small, poorly fitted or top-dose-only effect, or another doubt; inactive means no such curve, though single readings can be large; an effect the other way counts as inactive or inconclusive.

Second line of a record – USP2a block, TSHR antagonist, Mito fusion yeast, KCNH2 3.1 block, hERG WT inh, TCR act, Eya2 inh, TRPV1 agonist, ELG1 DNA repair, AT treatment
- Cc1cccc(N2CCN(C(=O)C3CC(=O)N(C4CCCC4)C3)CC2)c1C (stereo not drawn)
    1%, -4, 2%, -7, 9, 0%, 3%, ?, ?, 5%
- CCOC(=O)C1=C(c2ccccc2)c2ccc(OC)cc2N(S(=O)(=O)C(F)(F)F)C1C(=O)OCC (stereo not drawn)
    -4%, 30, ., ., 0, -2%[46.1 µM], -9%, ., 15µM*, 19%
- Cc1ccc(C2CC(=O)NC3=C2C(=O)CCC3)cc1Br (stereo not drawn)
    0%, 13, 1%, -9, 6, -5%, -13%, 2, 2%, -8%
- Cc1ccc(C2C3=C(CCCC3=O)OC3=C2C(=O)CCC3)cc1
    -1%, -6, -6%, 3, 9, -1%[46.1 µM], -13%, -3, 7%, 5%
- CCCCCn1c(=O)[nH]c2cc(C(=O)NCCCN3CCC(C)CC3)ccc2c1=O
    3%, 7, 1%, -5, 5, -3%, 17%, -3, 9%, 1%
- CCOC(=O)c1c(-c2cccs2)csc1NC(C)=O
    -2%, -16, 13%, 7, -5, 10%[46.1 µM], -6%, 13, -5%, .
- Cn1ncc(Cl)c1C(=O)NCC1CCCO1 (stereo not drawn)
    1%, -1, 1%, 4, 3, -2%, -16%, -4, 3%, 16%
- CCCCOc1c(Cl)cc(C(=O)N2CCN(CC(=O)N3CCCC3)CC2)cc1OCC
    -2%, 8, -5%, -18, 0, -1%, -41%, 26, -3%, 5%
- CC1=NC(C)(C)Cc2cc(C)c(C)cc21
    3%, -5, -2%, -16, -15, -1%, -3%, 7, 9%, -2%
- CCOC(=O)C1(Cc2cccc(F)c2)CCN(C(=O)C2CCC2)CC1
    -1%, -1, 3%, 3, -10, -20%, -3%, ?, 4%, 8%

Carrying on:
Second line of a record – USP2a block, TSHR antagonist, Mito fusion yeast, KCNH2 3.1 block, hERG WT inh, TCR act, Eya2 inh, TRPV1 agonist, ELG1 DNA repair, AT treatment
- CS(=O)(=O)c1ccc(C(=O)Nc2ccc(-c3nc4ccccc4[nH]3)cc2)cc1
    0%, 15, 22%, -7, -3, -4%, 8%, -4, ?, 5%
- CCCc1nc2cc(CC(=O)OC)ccc2o1
    1%, 8, 1%, -1, -9, -2%, 16%, 7, ?, -4%
- CCOC(=O)c1ccccc1NC(=O)c1ccc2c(=O)n3c(nc2c1)CCCCC3
    2%, -14, 22%, -13, 0, -5%[46.1 µM], -8%, 17, ?, 0%
- Cn1c(=O)c2c(nc3n2CC(O)CN3c2ccc(O)cc2)n(C)c1=O (stereo not drawn)
    -1%, 6, 0%, 1, -4, -34%, 8%, -6, -5%, -2%
- CC1(C)C(=O)OC(c2ccccc2)C2(CCCC2)C1=O (stereo not drawn)
    -5%, -7, 4%, 5, 0, -30%, 5%, -1, 3%, 5%
- CCOC(=O)C(NC(=O)NCc1ccccc1)(OCC)C(F)(F)F (stereo not drawn)
    3%, 19, -7%, -6, -8, 13%[46.1 µM], 3%, 2, -33%, 0%
- S=C(NC1CC1)NC1CCCc2ccccc21 (stereo not drawn)
    0%, 0, 2%, 16, ., -18%, 17%, 5, -13%, 2%
- COc1ccccc1N1CCN(Cc2nnnn2CCc2ccccc2)CC1
    2%, 1, 2%, 5, 20, 0%, 1%, -6, 1%, -5%
- COc1ccccc1C(C)NC(=O)c1cc(=O)[nH]c2ccccc12 (stereo not drawn)
    2%, 10, -1%, -2, -7, 5%, 5%, -4, 4%, -3%
- Cn1c2c(c(=O)n(C)c1=O)C(c1cccc(F)c1)C(C#N)=C(N)O2 (stereo not drawn)
    0%, 2, 1%, 9, -4, 1%, 11%, 1, -7%, 4%

(continued)
Second line of a record – USP2a block, TSHR antagonist, Mito fusion yeast, KCNH2 3.1 block, hERG WT inh, TCR act, Eya2 inh, TRPV1 agonist, ELG1 DNA repair, AT treatment
- Cc1ccc(NS(=O)(=O)c2ccc3c(c2)NC(=O)CO3)cc1C
    1%, 1, 3%, 28, 8, -2%, -14%, 10, -1%, 9%
- CCN1CCCC1CN(Cc1cc2cc(C)ccc2[nH]c1=O)C(=O)Nc1ccccc1OC (stereo not drawn)
    -11%, -16, 11%, 3, 14, 1%, 2%, 1, ?, 3%
- COC(=O)C1=C(C)Nc2nnnn2C1c1ccc(Cl)cc1Cl (stereo not drawn)
    -1%, -10, 27%, 2, -7, 0%, -3%, -3, 8%, 2%
- CCOC(=O)Cn1c(=NC(=O)c2nc3ccccc3s2)sc2cc(S(N)(=O)=O)ccc21
    4%, 12, -7%, -17, 3, 2%[46.1 µM], -6%, 1, ?, 7%
- CCOc1ccc2[nH]c(=O)c(CN(Cc3ccco3)Cc3nnnn3Cc3ccccc3)cc2c1
    -12%, -3, -3%, 1, -3, -55%, -11%, 2, 7%, -2%
- CCOc1ccc(S(=O)(=O)N(CC(=O)N/N=C/c2cccs2)c2ccc(C)cc2)cc1
    1%, -1, -2%, -35, -16, 1%, -9%, 0, -16%, 2%
- c1cc(C(c2nnnn2C2CCCCC2)N2CCN3CCCC3C2)ccn1 (stereo not drawn)
    0%, 18, -4%, 14, 18, -2%[46.1 µM], -20%, 4, 27%, -2%
- CC(O)[C@H]1CNC(=O)C(=O)N1CC1(c2ccccc2)CC1 (stereo partly drawn)
    4%, 14, 3%, ., ., 5%, 0%, -2, 18%, 8.9µM*
- COc1ccccc1NC(=O)CSc1n[nH]c(-c2ccccn2)n1
    3%, -3, -3%, -9, -6, -10%, 13%, 1, ?, -1%
- Cc1cccc(-n2ncc3c2CCCC3NC(=O)C2(C(N)=O)CC2)c1C (stereo not drawn)
    1%, -24, 2%, 3, -3, -5%, -1%, ?, -3%, 4%

(continued)
Second line of a record – USP2a block, TSHR antagonist, Mito fusion yeast, KCNH2 3.1 block, hERG WT inh, TCR act, Eya2 inh, TRPV1 agonist, ELG1 DNA repair, AT treatment
- Cc1nc(-c2ccc(F)cc2)c(CC(=O)N2CCN(S(=O)(=O)c3ccc(F)cc3)CC2)s1
    0%, 4, 5%, -15, -1, -5%, 2%, ?, -28%, 10%
- CCCOc1ccc(C2c3c(oc4ccccc4c3=O)C(=O)N2CCCN2CCOCC2)cc1 (stereo not drawn)
    1%, 6, 3%, 8, -2, -3%, -24%, 13, ?, -6%
- c1ccc(C[C@H]2CNCCN2CC2CCCCC2)cc1
    2%, 9, 1%, -2, 9, -4%, -35%, 0, 3%, 6%
- O=C(/C=C/c1c(Cl)nc2ccccn12)N1CCCCC1
    0%, -9, 1%, 9, 2, 1%, 10%, 14, ?, 6%
- CSc1nc2ccc(NS(=O)(=O)c3ccc(CNC(C)=O)cc3)cc2s1
    -1%, 43, 4%, -9, -44, 3%, 12%, -6, ., .
- CCC(C)C(NC(=O)C1CCC(C)CC1)C(=O)NC1CCN(Cc2ccccc2)CC1 (stereo not drawn)
    1%, -1, -3%, ., ., ., -6%, -1, 7%, 1%
- COc1ccc(CNC(=O)CN(c2cc(C)cc(C)c2)S(=O)(=O)c2c(C)noc2C)cc1
    4%, 0, 1%, -1, -1, -2%, 4%, ., 0%, 10%
- COC(=O)c1sccc1NC(=O)CN1CCN(c2ccc(F)cc2)CC1
    0%, -9, ?, -11, -11, 5%, -6%, 14, ?, 7%
- N#Cc1c(-c2ccc(F)cc2)nc2n(c1=O)CCS2
    6%, -8, 3%, 5, 19, 0%, -4%, 2, ?, 3%
- Cc1c(C)c2ccc(OCC(=O)NC3CCN(Cc4ccccc4)CC3)c(C)c2oc1=O
    0%, -9, -6%, -2, 6, -3%, 8%, -1, 25%, 3%
- O=[N+]([O-])c1ccc(O)c(C=Nc2ccc3nc(-c4ccccc4)[nH]c3c2)c1
    2%, -9, -1%, -3, -4, 2%, 0%, 2, ?, -1%

Compounds listed so far containing an aryl thioether with sulfur outside any ring, in the order listed:
Second line of a record – USP2a block, TSHR antagonist, Mito fusion yeast, KCNH2 3.1 block, hERG WT inh, TCR act, Eya2 inh, TRPV1 agonist, ELG1 DNA repair, AT treatment
- COc1ccccc1NC(=O)CSc1n[nH]c(-c2ccccn2)n1
    3%, -3, -3%, -9, -6, -10%, 13%, 1, ?, -1%
- CSc1nc2ccc(NS(=O)(=O)c3ccc(CNC(C)=O)cc3)cc2s1
    -1%, 43, 4%, -9, -44, 3%, 12%, -6, ., .

Look-ups from the list.
O=C(/C=C/c1c(Cl)nc2ccccn12)N1CCCCC1 in TRPV1 agonist: 14
COC(=O)c1sccc1NC(=O)CN1CCN(c2ccc(F)cc2)CC1 in TSHR antagonist: -9
O=[N+]([O-])c1ccc(O)c(C=Nc2ccc3nc(-c4ccccc4)[nH]c3c2)c1 in Eya2 inh: 0%
COc1ccc(CNC(=O)CN(c2cc(C)cc(C)c2)S(=O)(=O)c2c(C)noc2C)cc1 in Eya2 inh: 4%
CSc1nc2ccc(NS(=O)(=O)c3ccc(CNC(C)=O)cc3)cc2s1 in TSHR antagonist: 43

These rows are one share of the data, so the mix of outcomes need not match the whole.
